# Bim-Bcl-2 = inhibitors of Bim-Bcl-2 binding, primary screen, biochemical, multiplexed, human Bcl-2 family; Bead-based flow cytometry, Bim peptide-Bcl-2 binding; inhibition, % at 10 µM; hit rate 0.06% among 190,000; AID 950, 2007; in the data active = inhibition above about 40%; inconclusive = no clear call, values can overlap the other calls;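 also: 0% = no compound wells with probe peptide and 100% = reference peptide inhibitor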
# Target sequence (P10415 whole entry, looked up): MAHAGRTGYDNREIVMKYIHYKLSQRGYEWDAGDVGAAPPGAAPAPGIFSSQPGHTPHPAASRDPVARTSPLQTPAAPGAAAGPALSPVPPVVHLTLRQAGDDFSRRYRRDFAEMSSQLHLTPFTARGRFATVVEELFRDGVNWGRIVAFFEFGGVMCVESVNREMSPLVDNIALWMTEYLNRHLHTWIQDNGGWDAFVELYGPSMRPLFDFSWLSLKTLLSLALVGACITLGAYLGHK
# ABCG2 inh = ABCG2 efflux pump inhibitors, primary screen, multiplex with ABCB1, IgMXP3 cells, flow cytometry; hit rate 0.1% among 190,000; JC-1 efflux; inhibition, % at 6.6 µM; Broad substrate specificity ATP-binding cassette transporter ABCG2 (Homo sapiens), Q9UNQ0;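 active = inhibition above 80%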;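 also: 0% = DMSO and 100% = nicardipine control wells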
#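 Times: 10 min at 25 °C | Test system: Two drug-resistant human cell lines, ABCG2 and ABCB1 | Quantity: 3 million cells/mL final, two lines in 1:1 ratio | Signal: Flow cytometry, 530 nm JC-1 signal | Dosing: Compound at 6.6 µM | Controls: Nicardipine and DMSO wells | Reagent: JC-1 as fluorescent efflux pump substrate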
# Bfl-1 Bim block = inhibitors of Bim binding to Bfl-1, primary screen, biochemical, multiplexed, bead-based flow cytometry. hit rate 0.12% among 190,000. AID 1008, 2008. Bcl-2-related protein A1 (Homo sapiens), Q16548. inhibition, % at 10 µM. Bim-Bfl-1 binding inhibition;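 also: 0% = wells without compound plus tracer and 100% = blocker peptide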
# Bim-Bcl-XL = inhibitors of Bim-Bcl-XL binding, primary screen, biochemical, multiplexed, bead flow cytometry, human Bcl-XL. Bcl-2-like protein 1 (Homo sapiens), Q07817. Bim peptide-Bcl-XL binding, fluorescence. inhibition, % at 10 µM. hit rate 0.04% among 190,000. AID 1007, 2008
# Target sequence (Q07817 whole entry, looked up): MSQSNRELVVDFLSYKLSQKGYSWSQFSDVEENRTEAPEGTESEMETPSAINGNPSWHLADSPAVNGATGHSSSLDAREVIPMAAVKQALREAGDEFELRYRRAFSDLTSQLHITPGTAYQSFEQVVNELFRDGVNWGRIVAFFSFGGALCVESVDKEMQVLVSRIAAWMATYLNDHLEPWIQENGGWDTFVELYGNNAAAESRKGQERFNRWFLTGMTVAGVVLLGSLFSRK
# ABCB1 inh = ABCB1 efflux pump inhibitors, primary screen, cell-based, multiplex, flow cytometry, ABCG2 counter-screen; AID 1326, 2008; inhibition, % at 6.6 µM; CCRF-Adr cells, JC-1 efflux; hit rate 0.067% among 190,000; ATP-dependent translocase ABCB1 (Homo sapiens), P08183; in the data active = inhibition above about 40%;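 also: 0% = vehicle and 100% = reference inhibitor; higher value means more JC-1 retained so stronger ABCB1 efflux block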
# RGS8-Gao = RGS8-Galphao binding modulators, primary screen, biochemical, multiplexed bead flow cytometry. Guanine nucleotide-binding protein G(o) subunit alpha (Homo sapiens), P09471. actives lie on both sides. response (percent of control binding), % at 10 µM. hit rate 0.34% among 220,000; in the data active = response below about 60% or above about 140%; inactive = in between;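 also: Galphao activated as the GDP aluminium fluoride complex binding bead-coupled RGS8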
# RGS4-Gao reg = modulators of RGS4 binding to Galphao, primary screen, biochemical, multiplexed bead flow cytometry. Guanine nucleotide-binding protein G(o) subunit alpha (Homo sapiens), P09471. actives lie on both sides. binding response (% of control), % at 10 µM. hit rate 0.33% among 220,000; in the data active = binding response below about 49% or above about 150%; inactive = in between;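 also: fluorescent Galphao activated with aluminum fluoride binding bead-coupled RGS4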
# Bim-Bcl-W = inhibitors of Bim binding to Bcl-W, primary screen, biochemical, multiplexed, bead-based flow cytometry; Bcl-2-like protein 2 (Homo sapiens), Q92843; Bim peptide-Bcl-W binding; inhibition, % at 10 µM; hit rate 0.02% among 190,000;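 also: 0% = bound tracer without compound and 100% = peptide blocker; higher means less fluorescent Bim peptide bound to Bcl-W beads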
# Target sequence (Q92843 whole entry, looked up): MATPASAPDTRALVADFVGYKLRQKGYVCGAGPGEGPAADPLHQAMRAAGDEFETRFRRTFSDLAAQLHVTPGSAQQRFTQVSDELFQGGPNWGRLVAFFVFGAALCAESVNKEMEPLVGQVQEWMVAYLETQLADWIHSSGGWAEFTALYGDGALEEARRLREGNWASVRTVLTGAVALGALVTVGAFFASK
# Bim-Mcl-1 = inhibitors of Bim peptide binding to Mcl-1, primary screen, biochemical, bead-based flow cytometry, multiplex; Induced myeloid leukemia cell differentiation protein Mcl-1 (Homo sapiens), Q07820; Bim peptide-Mcl-1 binding; inhibition, % at 10 µM; hit rate 0.1% among 190,000;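 also: 0% = no compound tracer wells and 100% = peptide blocker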
# RGS7-Gao = RGS7-Galphao binding modulators, primary screen, biochemical, multiplexed bead flow cytometry; actives lie on both sides; hit rate 0.35% among 220,000; Guanine nucleotide-binding protein G(o) subunit alpha (Homo sapiens), P09471; binding response (% of control), % at 10 µM; in the data active = binding response below about 49% or above about 150%; inconclusive = no clear call, values can overlap the other calls; inactive = in between;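 also: fluorescent Galphao held in activated GDP-AlF4 state binding bead-coupled RGS7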
# Bim-Bcl-B = inhibitors of Bim-Bcl-B binding, primary screen, biochemical, multiplexed, human Bcl-2 family; Bcl-2-like protein 10 (Homo sapiens), Q9HD36; bead-based flow cytometry, Bim peptide-Bcl-B binding; inhibition, % at 10 µM; hit rate 0.073% among 190,000;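 also: 0% = tracer peptide without compound and 100% = reference inhibitor peptide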
# Target sequence (Q9HD36 whole entry, looked up): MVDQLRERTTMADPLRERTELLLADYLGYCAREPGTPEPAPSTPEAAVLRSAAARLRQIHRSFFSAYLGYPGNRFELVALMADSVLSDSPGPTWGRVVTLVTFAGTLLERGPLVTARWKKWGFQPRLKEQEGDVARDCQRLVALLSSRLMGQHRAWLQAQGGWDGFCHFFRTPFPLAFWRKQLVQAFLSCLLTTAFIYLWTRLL
# The depositor's hits bear a star; ? = inconclusive; . = not tested or not shown. Rule as the data show it, unless noted: active = inhibition above about 40%.
SMILES	Bim-Bcl-2	ABCG2 inh	Bfl-1 Bim block	Bim-Bcl-XL	ABCB1 inh	RGS8-Gao	RGS4-Gao reg	Bim-Bcl-W	Bim-Mcl-1	RGS7-Gao	Bim-Bcl-B
CC1=C(C(=O)OCc2ccccc2)C(/C=C/c2ccccc2)NC(=S)N1 (stereo not drawn)	-5.0	7.3	-8.0	-9.0	0.9	97.6	99.8	-11.0	-5.0	97.5	-22.0
O=C(Cc1cccs1)NNC(=S)NC(=O)c1ccccc1	0.0	0.3	1.0	-2.0	0.4	98.8	96.2	0.0	-4.0	96.4	-12.0
O=C1NC(=O)/C(=C\c2ccc(Sc3ccc(Cl)cc3)o2)N1	-5.0	1.6	-10.0	-2.0	0.2	97.2	94.1	1.0	-1.0	95.7	-5.0
CCOc1cc(-c2noc(N)c2C(=O)OC)cc(OCC)c1OCC	-13.0	41.9	-23.0	-10.0	1.1	98.8	98.2	0.0	-3.0	95.9	-8.0
CN1CCN(C(=O)C2=C[C@H](c3csc4ccccc34)C[C@H](OCCCCO)O2)CC1	-6.0	-0.7	-2.0	2.0	-0.4	100.8	99.2	1.0	0.0	101.9	0.0
COc1cc(CNCCN2CCOCC2)ccc1OCc1cccc(Cl)c1	-6.0	2.9	-14.0	-1.0	1.7	100.5	99.2	-1.0	0.0	99.5	-4.0
CC1CCc2cc(F)ccc2N1C(=O)CSc1nnc2c3cc(F)ccc3n(C)c2n1 (stereo not drawn)	-9.0	18.9	-9.0	-9.0	7.7	104.8	104.1	-10.0	-2.0	99.4	-11.0
CCOc1ccc(NC(=O)CNc2ccc(C)cc2Cl)cc1	-4.0	21.5	-11.0	-4.0	-0.1	101.2	99.5	1.0	1.0	92.7	-10.0
C=CCNC(=O)COC(=O)c1cccnc1Nc1ccccc1F	5.0	3.1	10.0	-4.0	0.2	101.7	98.1	-7.0	-3.0	95.5	3.0
CC(C)c1ccc(-c2nnn(Cc3nc4ccccc4s3)n2)cc1	-16.0	3.2	-19.0	-9.0	0.2	102.1	102.2	-2.0	-5.0	98.3	-8.0
COc1ccc(N2CCN(C(=O)[C@H](Cc3c[nH]c4ccccc34)NC(C)=O)CC2)cc1	-3.0	7.3	-2.0	1.0	0.7	103.8	101.4	2.0	2.0	99.3	0.0
O=S(=O)(Nc1nc2ccccc2nc1Cl)c1ccccc1	0.0	-5.8	1.0	0.0	-0.3	90.8	95.3	-2.0	0.0	94.3	-2.0
CCN1CCN(CCNC(=O)c2cn(Cc3ccccc3F)nn2)CC1	-13.0	4.2	-22.0	-12.0	0.2	100.8	99.8	-2.0	-4.0	100.6	-9.0
Cc1ccc(-c2nnc(SCC(=O)N3CC(C)CC(C)C3)o2)cc1C (stereo not drawn)	-7.0	5.9	-6.0	-9.0	0.9	95.0	95.2	-6.0	-1.0	95.2	-9.0
COc1cc(-c2nc3cnccn3c2Nc2c(C)cccc2C)ccc1O	-2.0	3.3	3.0	-2.0	1.0	95.1	103.6	0.0	0.0	100.4	-3.0
O=C(CCN1CCN(c2ccc(Cl)cc2)CC1)Nc1ccccc1F	-8.0	0.6	-13.0	-3.0	0.1	102.6	102.8	2.0	4.0	101.3	-4.0
CN(C)c1ccc(NC2=C(Cl)C(=O)c3ccccc3C2=O)cc1	28.0	28.9	71.0*	9.0	1.1	91.0	94.6	48.0*	4.0	89.4	-2.0
O=C(NCCO[N+](=O)[O-])c1cccnc1	-1.0	-1.8	-1.0	-2.0	.	101.6	97.2	0.0	0.0	94.4	-2.0
COc1ccc(NC(=O)c2c(Nc3ccccc3)sc(C(=O)c3ccc(F)cc3)c2N)cc1	-6.0	.	-16.0	-1.0	.	102.9	98.7	2.0	2.0	100.6	-10.0
O=C1c2ccccc2S(=O)(=O)N1CC1CC(c2ccc(Cl)cc2)=NO1 (stereo not drawn)	0.0	27.8	-1.0	-3.0	0.6	101.7	101.7	-4.0	-2.0	104.5	-6.0
O=C(Nc1ccc(S(=O)(=O)N2CCCCC2)cc1)c1ccccc1Cl	0.0	0.7	-2.0	-5.0	0.4	100.1	93.3	0.0	0.0	96.4	-3.0
O=C(N/N=C/c1cccc(C(F)(F)F)c1)c1cc2c(s1)-c1ccccc1CC2	-9.0	1.3	-14.0	-1.0	0.1	100.7	100.9	-2.0	-5.0	98.3	-12.0
Cc1cccc(-n2cc[nH]c2=S)c1C	0.0	-2.0	0.0	-3.0	0.4	94.0	102.5	-1.0	-2.0	103.4	2.0
O=C(c1cccnc1)N1CCN(c2c(Cl)cccc2[N+](=O)[O-])CC1	0.0	4.8	-1.0	-2.0	1.6	103.9	107.3	-1.0	0.0	107.4	-1.0

# Gathered by group, those above with an NH in an aromatic ring (two)
SMILES	Bim-Bcl-2	ABCG2 inh	Bfl-1 Bim block	Bim-Bcl-XL	ABCB1 inh	RGS8-Gao	RGS4-Gao reg	Bim-Bcl-W	Bim-Mcl-1	RGS7-Gao	Bim-Bcl-B
COc1ccc(N2CCN(C(=O)[C@H](Cc3c[nH]c4ccccc34)NC(C)=O)CC2)cc1	-3.0	7.3	-2.0	1.0	0.7	103.8	101.4	2.0	2.0	99.3	0.0
Cc1cccc(-n2cc[nH]c2=S)c1C	0.0	-2.0	0.0	-3.0	0.4	94.0	102.5	-1.0	-2.0	103.4	2.0

# New compounds follow:
SMILES	Bim-Bcl-2	ABCG2 inh	Bfl-1 Bim block	Bim-Bcl-XL	ABCB1 inh	RGS8-Gao	RGS4-Gao reg	Bim-Bcl-W	Bim-Mcl-1	RGS7-Gao	Bim-Bcl-B
Cc1cc(NS(=O)(=O)c2ccc(NC(=S)NC(=O)c3ccc(Br)cc3)cc2)no1	-5.0	-5.5	-3.0	-9.0	-0.7	95.7	98.4	-6.0	-5.0	98.5	-6.0
O=C(Nc1ccccc1)c1ccc(S(=O)(=O)NCC2CCCO2)cc1 (stereo not drawn)	-8.0	4.0	-17.0	-4.0	0.4	103.0	103.3	0.0	0.0	102.6	-7.0
Cc1sc2nc(SCc3nc4ccccc4[nH]3)n(Cc3ccco3)c(=O)c2c1C	-6.0	5.9	-10.0	-7.0	2.7	96.7	97.8	-2.0	0.0	97.1	-9.0
Fc1ccccc1-c1csc(=Nc2cccnc2)n1CCCn1ccnc1	-9.0	3.2	-1.0	-11.0	1.0	102.3	105.5	-3.0	-5.0	107.4	-14.0
O=C(Nc1cccc2nsnc12)c1cccnc1Cl	-1.0	1.8	0.0	-5.0	0.1	99.6	98.8	-2.0	-1.0	100.7	-7.0
O=C(O)CC1NC(=O)N(c2ccccc2)C1=O (stereo not drawn)	-5.0	-0.3	-8.0	-2.0	-0.1	104.3	99.8	0.0	2.0	100.4	-6.0
Cc1ccc(/C=C/C(=O)Nc2ccc(S(N)(=O)=O)cc2)o1	-4.0	-1.4	1.0	-3.0	-0.2	94.0	100.5	0.0	-1.0	106.4	-16.0
CCCCC(=O)NC(N1CCCCC1)C(Cl)(Cl)Cl (stereo not drawn)	-2.0	0.8	1.0	-1.0	0.3	90.4	96.6	-4.0	-6.0	95.0	-6.0
CC(=O)Nc1ccc(NC(=O)C(C)OC(=O)c2ccccc2Sc2ccccc2C#N)cc1 (stereo not drawn)	-6.0	-1.4	-7.0	-2.0	-0.1	102.7	99.2	0.0	-1.0	101.7	-4.0
Cc1cccc2cc(CN(CC3CCCO3)C(c3nnnn3Cc3ccco3)C(C)C)c(=O)[nH]c12 (stereo not drawn)	-3.0	4.8	-2.0	-1.0	7.0	101.2	100.3	-3.0	-4.0	99.6	-3.0
O=C1C2CC=CCC2C(=O)N1c1ccc(Cc2ccncc2)cc1 (stereo not drawn)	-4.0	-0.1	-8.0	-3.0	0.0	104.5	104.5	5.0	0.0	101.2	-6.0
CCN1C(=O)C(C)S/C1=N\S(=O)(=O)c1ccc(Cl)s1 (stereo not drawn)	-5.0	0.5	0.0	-5.0	0.3	97.0	100.6	-2.0	-4.0	98.3	-6.0
CCO[C@@H]1OC(C(=O)N2CCN(C)CC2)=C[C@H](c2coc3ccccc3c2=O)[C@H]1CCCO	-1.0	-0.4	-8.0	-5.0	-0.1	103.3	101.4	-4.0	-3.0	105.1	-5.0
Cc1ccc(C(=O)N2CCCC2)c(F)c1F	-2.0	-7.4	-2.0	-9.0	-8.4	100.6	97.8	-5.0	-7.0	96.7	-1.0
Cc1c(C(=O)N2CCCCC2)nn(-c2ccc(Cl)cc2)c(=O)c1C#N	0.0	-0.4	5.0	2.0	0.1	100.1	92.5	0.0	-3.0	98.4	2.0
O=C(NCCc1c[nH]c2ccccc12)c1cc2ccccc2oc1=O	-4.0	15.6	-6.0	-4.0	0.5	100.2	91.9	-3.0	-2.0	?	-4.0
COc1cccc(N(CC(=O)N2CCN(C)CC2)S(=O)(=O)c2ccccc2)c1	-4.0	-0.7	-11.0	-4.0	0.4	106.7	103.9	2.0	1.0	101.5	-7.0
CC(C)CCNC(=O)C(c1ccc(O)cc1)N(Cc1cccs1)C(=O)C1COc2ccccc2O1 (stereo not drawn)	-10.0	9.9	-2.0	-7.0	3.7	102.8	100.1	-3.0	-3.0	105.7	-8.0
CCCOC(=O)c1ccc(NC(=O)c2ccccc2OC)cc1	-3.0	18.8	0.0	0.0	1.8	99.4	104.0	-2.0	-1.0	103.0	-1.0
O=C(C[n+]1ccc(C(=O)N/N=C/c2ccc(O)cc2)cc1)c1ccccc1	0.0	0.0	2.0	0.0	-0.1	100.3	91.0	1.0	0.0	99.5	1.0
Cc1occc1C(=O)N1N=C(C2CC2)CC1(O)C(F)(F)F (stereo not drawn)	2.0	-1.2	1.0	3.0	-0.5	103.1	102.6	7.0	0.0	102.6	1.0
CC1CCCN(Cc2nc3c(c(=O)n(C)c(=O)n3C)n2CCc2ccccc2)C1 (stereo not drawn)	-3.0	23.6	-11.0	0.0	8.3	99.9	93.7	-2.0	-2.0	100.0	-3.0
O=C(O)CCC(=O)N1CCc2cc(S(=O)(=O)NCc3cccs3)ccc21	-1.0	-2.9	-5.0	-3.0	-3.0	102.2	102.1	0.0	1.0	101.3	-1.0
COCCNS(=O)(=O)c1ccccc1	4.0	1.2	0.0	0.0	0.5	101.5	95.0	0.0	2.0	98.6	0.0
Cc1ccccc1OCC(=O)NCCc1nc2ccccc2[nH]1	2.0	9.2	0.0	-7.0	-0.1	103.2	122.0	0.0	-5.0	117.0	-5.0

# Bioassay records (PubChem BioAssay)
